# BL2 CD40 inh: CD40 pathway inhibition in BL2 cells. inhibition, % at 10 µM. BL2 NF-kB luciferase reporter, CD40L-induced, 4 h. actives 0.94% (n = 83,000);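 active means mean inhibition of at least 50% with a set share of replicates also reaching that level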;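 further: 0% = neutral control wells and 100% = IKK inhibitor VII at 50 µM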
# Active calls of the source: *; [ ] = dose if it differs, or a comment. This is a subset, so the mix of outcomes need not match the whole.
BL2 CD40 inh	SMILES
-3	CC(=O)NC(CC(C)C)C(=O)NC(Cc1ccccc1)C(=O)CCl (stereo not drawn)
1[25 µM]	C[C@@H]1CCCCO[C@@H](CN(C)Cc2ccncc2)[C@@H](C)CN([C@@H](C)CO)C(=O)c2cc(NC(=O)Cc3ccccc3)ccc2O1
4	CCN1CCN(C(=O)c2ccccc2NS(=O)(=O)c2ccc(Cl)cc2)CC1
0	Cc1cc(=O)c2c(o1)C(=O)c1occc1C2=O
-19	O=S(=O)(Nc1ccc2ccccc2c1)c1ccccc1
0	CCN1C(=O)C(NC(C)=O)c2cc(OC)ccc21 (stereo not drawn)
-14	CC(=O)NC12CC3CC(C1)CC(C(=O)Nc1nc4ccc(F)cc4s1)(C3)C2
-1	Cc1ccc2c(c1)N(C(=O)CCC(=O)NC1CCCCCC1)CCO2
18	Cn1c(C(=O)N2CCN(c3nc4ccccc4s3)CC2)cc2sccc21
1	Cc1cc(C(C)(C)C)cc(C)c1CC1=NCCN1
3	Cn1nc(C(=O)NNC(=O)c2ccccc2Br)c2ccccc2c1=O
1	COc1cccc(S(=O)(=O)N2[C@@H]3CNC[C@H]2C3c2ccc(-c3ccccc3F)cc2)c1 (stereo partly drawn)
-5[25 µM]	CN(C)c1ccc2c(c1)[C@H]1C[C@H](CC(=O)NCc3ccccn3)O[C@H](CO)[C@H]1O2
4	COC(=O)c1c(C)[nH]c(C(C)=O)c1C
12	COc1ccccc1NC(=O)c1ccc(S(=O)(=O)N2CCCC2)cc1
-76	c1ccc(N2CCN(c3nc4cc5c(cc4s3)OCCO5)CC2)cc1
8	OCC1(CCOc2ccccc2)CCN(CC2=Cc3cc(Cl)ccc3OC2)CC1
-8	CC1C/C(=N/NC(=O)c2cccs2)CC(C)(C)C1 (stereo not drawn)
4	CN(C(=O)COC(=O)c1cc2ccccc2cc1O)c1c(N)n(Cc2ccccc2)c(=O)[nH]c1=O
5	Cc1c(C(=O)OC(C)C)nnn1-c1nonc1N

# Copied from the list:
# COC(=O)c1c(C)[nH]c(C(C)=O)c1C @ BL2 CD40 inh = 4
# Cc1c(C(=O)OC(C)C)nnn1-c1nonc1N @ BL2 CD40 inh = 5
# COc1ccccc1NC(=O)c1ccc(S(=O)(=O)N2CCCC2)cc1 @ BL2 CD40 inh = 12
# CCN1C(=O)C(NC(C)=O)c2cc(OC)ccc21 (stereo not drawn) @ BL2 CD40 inh = 0

# Going on with the list:
BL2 CD40 inh	SMILES
11	CSc1ccc(CN(C)C(=O)CNC(=O)CNS(=O)(=O)c2ccc(C)c(C)c2)cc1
-97	CCC(=O)Nc1ccc(-c2ccc(N3CCCCC3)nn2)cc1
-4	COc1cccc(C(=O)OCCN(C)C(C)(C)C)c1
2	C=C(C)CNC(=S)NNC(=O)c1ccncc1
9	NNS(=O)(=O)c1ccc(N2CCCC2=O)c([N+](=O)[O-])c1
2	Cc1ccc(N(CC(=O)Nc2c(C)n(C)n(-c3ccccc3)c2=O)S(C)(=O)=O)c(C)c1
13	CCOC(=O)CCC(NC(=O)CC(=O)NC(CCC(=O)OCC)C(=O)OCC)C(=O)OCC (stereo not drawn)
-1	O=C(c1cnccn1)N1CC(=O)N2[C@H](C1)[C@@H](c1ccc(C#CC3CCCC3)cc1)[C@@H]2CO
-1	FC(F)(F)c1cccnc1-n1cncn1
5	COC(=O)Cc1cc(=O)n2[nH]cnc2n1
-80	Cc1nnc(SCc2nc3ccccc3s2)n1N
-11	O=C(COC(=O)c1cccnc1Cl)NC(=O)NC1CCCCC1
5	CCOC(=O)c1c(NC(=O)Cn2cnc([N+](=O)[O-])n2)sc(C)c1C
4[25 µM]	C[C@@H]1CN([C@H](C)CO)C(=O)Cc2cc(NC(=O)CCCN(C)C)ccc2O[C@H]1CN(C)C
11	O=C(Nc1ccc(F)cc1F)NC1CC1
13	COC(=O)Cn1c(CCS(=O)(=O)c2ccc(C)cc2)nc2ccccc21
-3	COC(=O)c1cn(C)c2ccc(S(=O)(=O)N(C)C3CCCCC3)cc2c1=O
6	O=C(Cn1cnc2c(nnn2-c2ccccc2)c1=O)NCCc1ccccc1
0	Cc1ccc(-n2nc(C)c3c(C)c(CCC(=O)NCc4ccco4)c(C)nc32)cc1
19	O=C(Cc1ccccc1)Nc1nnc(-c2ccco2)o1
7	COC(=O)c1ccc(CNC(=O)CCC(=O)N2CCOCC2)cc1
-1[25 µM]	C/C=C/c1ccc([C@H]2[C@@H](CO)N(C(C)=O)[C@H]2CN(C)C(=O)c2ccccn2)cc1
6	O=C(CNC(=O)c1cccc(S(=O)(=O)N2CCc3ccccc32)c1)Nc1ccccc1Br
3	COc1ccc(CNC(=O)COC(=O)c2ccc3ccccc3n2)cc1
16	Cc1sc2ncnc(NCCCO)c2c1C
-4	Cc1cc(C)nc(/N=C(\N)N(Cc2ccccc2)Cc2ccccc2)n1
-2	COc1cccc(CCNC(=O)CC2C(=O)NCCN2CC(C)(C)C)c1 (stereo not drawn)
5	O=C(Oc1ccc(C(=S)N2CCOCC2)cc1)c1ccccc1
22	O=C(Nc1cccc(C(F)(F)F)c1)C1(c2ccccc2)CC1
3	Cc1ccc(C2(C)NC(=O)N(CC(=O)N3CCN(S(=O)(=O)c4cccs4)CC3)C2=O)cc1 (stereo not drawn)
2	COc1cc2c(cc1OC)C1(NCC2)C(=O)Nc2ccccc21 (stereo not drawn)
-30	O=c1[nH]c2ccccc2cc1-c1noc(-c2cccnc2)n1
13	COc1ccccc1N(CC(=O)NC1CCCC1)S(=O)(=O)c1cccc(C(F)(F)F)c1
10	O=C(CCCc1c[nH]c2ccccc12)N1CCN(S(=O)(=O)c2cccs2)CC1
8[25 µM]	O=C(Nc1cc(F)ccc1F)N[C@H]1CC[C@H](CC(=O)N2CCc3ccccc3C2)O[C@@H]1CO
0	Cc1cc(C2CCCCC2)n(O)c(=O)c1
-6[25 µM]	CCN1[C@@H]2c3ccc(-c4cccc(F)c4)c(=O)n3C[C@@H]2[C@@H](CO)[C@@H]1C(=O)NCCCN(C)C
-6	CCc1ccc(N(CC(=O)NC)S(C)(=O)=O)cc1
3	Cc1ccc(Cl)cc1NC(=O)N(C)CCO
8[25 µM]	C[C@@H]1CN([C@H](C)CO)C(=O)CCCn2nncc2CO[C@@H]1CN(C)S(=O)(=O)c1ccc(Oc2ccccc2)nc1
15	CC(NS(=O)(=O)/C=C/c1ccccc1)C(=O)O (stereo not drawn)
14	CN(C)CCn1c(C(=O)Nc2ccccc2)cc2ccccc21
-1	CO[C@@H]1CN(C)C(=O)c2ccc(NC(=O)C3CCCC3)cc2OC[C@@H](C)NC[C@H]1C
5	O=C(CN1C(=O)NC2(CCCc3ccccc32)C1=O)N1CCCCC1 (stereo not drawn)
28	Cc1cccc(NCC(=O)N/N=C/c2cccc(Br)c2)c1
5	Cc1ccc(S(=O)(=O)N2CCN(C(=O)COC(=O)CNC(=O)c3ccccc3)CC2)c(C)c1
2	COc1ccccc1N1CCN(CC(=O)c2c(N)n(C)c(=O)n(C)c2=O)CC1
-3	Cc1cccc(C)c1NC(=O)CN(C)CC(=O)Nc1sc2c(c1C(N)=O)CCC2
0	O=C(COc1ccccc1)Nc1ncc2c(n1)CCCC2=O
3	O=C1CCCC(=O)C1CS(=O)(=O)c1ccccc1
11	CCCCCCCCCC1(CC(=O)OCC)SCCN1C(N)=O (stereo not drawn)
-61	Cc1noc(C)c1COc1cccc(C(=O)Nc2ccc3c(c2)OCO3)c1
32[25 µM]	COc1cccc(-c2ccc3c(c2)O[C@H](CN(C)C(=O)C2CCCCC2)[C@H](C)CN([C@@H](C)CO)S3(=O)=O)c1
12	COC(=O)c1cnn(-c2nc(OC)cc(OC)n2)c1C
6	CC(C)C(=O)N1N=C2CCCCC2C1(O)C(F)(F)F (stereo not drawn)
2	CC1CCCC(C)N1C(=O)COC(=O)Cc1c[nH]c2ccccc12 (stereo not drawn)
0	Cc1ccc(C(=O)N(Cc2cccnc2)Cc2cc3cc(C)ccc3n3nnnc23)cc1
-3	Cc1cccc(C)c1NC(=O)CN(C)C(=O)c1cccc(S(=O)(=O)N2CCN(c3ccc(F)cc3)CC2)c1
-22[25 µM]	CN(C)CC(=O)N1[C@H](C#N)[C@H](c2ccccc2-c2cccc(C(=O)N(C)C)c2)[C@@H]1CO
-8[25 µM]	O=C(C[C@H]1CC[C@H](NC(=O)c2cccnc2)[C@H](CO)O1)NCc1ccc(Cl)c(Cl)c1

# Part of the list above, field by field:
> Cc1ccc(C(=O)N(Cc2cccnc2)Cc2cc3cc(C)ccc3n3nnnc23)cc1
  BL2 CD40 inh = 0

> Cc1cccc(C)c1NC(=O)CN(C)C(=O)c1cccc(S(=O)(=O)N2CCN(c3ccc(F)cc3)CC2)c1
  BL2 CD40 inh = -3

> CN(C)CC(=O)N1[C@H](C#N)[C@H](c2ccccc2-c2cccc(C(=O)N(C)C)c2)[C@@H]1CO
  BL2 CD40 inh = -22[25 µM]

# The results go on:
BL2 CD40 inh	SMILES
7	COc1cc(CCC(=O)OCC(=O)Nc2ccc(C(N)=O)cc2)cc(OC)c1OC
1	CC(=O)N1[C@H](CN(CC2CCC2)C(=O)CC2CC2)[C@@H](c2ccccc2)[C@@H]1CO
-7[25 µM]	N#Cc1ccc(-c2ccc([C@@H]3[C@@H](CO)N4C(=O)CNC[C@H]34)cc2)cc1
-5	O=C(CN1CCCCC1)Nc1ccc(NC(=O)c2ccc(Cl)cc2)cc1Cl
3	CC1(C(=O)Nc2ccc(S(=O)(=O)Nc3ncccn3)cc2)CCCC1
9[25 µM]	O=S(=O)(c1ccccc1)N1CCCCN2[C@H](CO)[C@H](c3ccc(C#CC4CCCC4)cc3)[C@@H]2C1
5	CCn1cc(S(=O)(=O)NCCc2ccccc2OC)cn1
-3[25 µM]	O=C(C[C@H]1C[C@@H]2c3cc(NS(=O)(=O)c4ccc(F)cc4)ccc3O[C@@H]2[C@H](CO)O1)NCc1cccnc1
-4	COC(=O)c1cc2oc(C)cc2n1CC(=O)N(C)c1ccccc1
7	CCCCC(NC(=O)c1cccc(Br)c1)C(=O)O (stereo not drawn)
65*[25 µM]	COc1ccc(-c2cnc3c(c2)C(=O)N([C@H](C)CO)C[C@@H](C)[C@@H](CN(C)C(=O)Nc2c(C)noc2C)O3)cc1
15	Cc1ccc(S(=O)(=O)NNC(=O)c2csnn2)cc1
3	O=C(NCCO)Nc1ccc(Cl)cc1
16	CCCCn1c(N)c(N(CCOC)C(=O)c2nn(CC)c(=O)c3ccccc23)c(=O)[nH]c1=O
-22[25 µM]	C[C@@H]1CN([C@H](C)CO)C(=O)CCCn2nncc2CO[C@@H]1CN(C)Cc1ccc(C(=O)Nc2ccccc2N)cc1
1	Cc1cc(NS(=O)(=O)c2cc(Cl)sc2Cl)no1
0[25 µM]	COc1ccc2c3c([nH]c2c1)[C@H](CO)N(C(=O)Nc1ccc(F)cc1)CC31CCN(CC2CCOCC2)CC1
-3[25 µM]	CO[C@@H](CN(C)C(=O)c1ccccc1F)[C@@H](C)CN([C@H](C)CO)S(=O)(=O)c1ccc(F)cc1
-5	CN(CC(=O)Nc1ccc(F)c(F)c1F)C(=O)c1cc(S(=O)(=O)N(C)C)ccc1N1CCCC1
10	CC(=O)Nc1sc2c(c1C(c1ccncc1)N1CCOCC1)CCCC2 (stereo not drawn)

# Part of the list above, with each value named:
structure: N#Cc1ccc(-c2ccc([C@@H]3[C@@H](CO)N4C(=O)CNC[C@H]34)cc2)cc1
  BL2 CD40 inh: -7[25 µM]

structure: O=C(C[C@H]1C[C@@H]2c3cc(NS(=O)(=O)c4ccc(F)cc4)ccc3O[C@@H]2[C@H](CO)O1)NCc1cccnc1
  BL2 CD40 inh: -3[25 µM]

structure: Cc1cc(NS(=O)(=O)c2cc(Cl)sc2Cl)no1
  BL2 CD40 inh: 1

# The listing picks up; the three compounds before the break are reprinted first.
BL2 CD40 inh	SMILES
-3[25 µM]	CO[C@@H](CN(C)C(=O)c1ccccc1F)[C@@H](C)CN([C@H](C)CO)S(=O)(=O)c1ccc(F)cc1
-5	CN(CC(=O)Nc1ccc(F)c(F)c1F)C(=O)c1cc(S(=O)(=O)N(C)C)ccc1N1CCCC1
10	CC(=O)Nc1sc2c(c1C(c1ccncc1)N1CCOCC1)CCCC2 (stereo not drawn)
8[25 µM]	N#C[C@H]1[C@@H](c2ccccc2)[C@@H](CO)N1S(=O)(=O)c1cccc(F)c1
2	CCC(=O)N1[C@H](CN(C)C(C)=O)[C@H](c2ccc(C3=CCCCC3)cc2)[C@@H]1CO
-15[25 µM]	N#C[C@H]1[C@@H](c2ccccc2C2=CCCCC2)[C@H](CO)N1C(=O)C1CCOCC1
-8[25 µM]	CNC[C@@H]1OCCCC[C@@H](C)Oc2ccc(NS(=O)(=O)c3ccc(F)cc3)cc2C(=O)N([C@@H](C)CO)C[C@H]1C
0	O=C(c1ccc(C(F)(F)F)cc1)C1CCCN(C(=O)c2csnn2)C1 (stereo not drawn)
6	CCOC(=O)CNC(=O)c1ccc(Cl)s1
5[25 µM]	CN(C)C(=O)c1ccc(-c2ccc(C3[C@@H]4CN(S(=O)(=O)c5ccccc5F)C[C@H]3N4)cc2)cc1 (stereo partly drawn)
-20	COC(=O)N1CCCCC1c1cc(C(=O)Nc2ccc3c(c2)OCO3)no1 (stereo not drawn)
-9	CCC1Sc2ccccc2N(CC(=O)NCCC(C)C)C1=O (stereo not drawn)
6	CC12CCC(C(=O)Nc3ccccc3N3CCOCC3)(CC1=O)C2(C)C (stereo not drawn)
1[25 µM]	C[C@@H]1CCCCO[C@H](CN(C)C(=O)Nc2cccc3ccccc23)[C@H](C)CN([C@@H](C)CO)C(=O)c2cc(NC(=O)CCC(F)(F)F)ccc2O1
0	O=[N+]([O-])c1cccc2cn[nH]c12
6	O=S(=O)(Cc1ccccc1)N1CCN(Cc2c(F)cccc2Cl)CC1
1	CCOC(=O)c1c(C)oc2ccc(OCC(N)=O)cc12
-11[25 µM]	O=C(C[C@H]1CC[C@@H](NC(=O)c2ccc(F)cc2)[C@@H](CO)O1)NCCc1ccccc1
6	CCNC(=O)COC(=O)COc1ccc(Cl)cc1C
10[25 µM]	CN(C)C(=O)c1ccc(-c2ccc(C3[C@H]4CNC[C@@H]3N4S(=O)(=O)c3ccccc3)cc2)cc1 (stereo partly drawn)
-24	O=C(Nc1ccccn1)c1cccc(S(=O)(=O)N2CCc3ccccc3C2)c1

# Bioassay records as filed in PubChem.
